Source: PubChem BioAssay (several laboratories)
Rac1 GTP hydrolysis: MgcRacGAP GTPase-activating activity inhibitors, confirmation, biochemical, ADP Hunter fluorescence; Rac GTPase-activating protein 1 (Homo sapiens); MgcRacGAP-stimulated Rac1 GTP hydrolysis, ADP Hunter fluorescence; higher % means a stronger effect; GST-tagged Rac1 F28L mutant substrate; inhibition, % at 30 µM, or IC50 in µM where a hit was titrated; 0.6% of 340,000 active;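 active means first-screen hits whose inhibition reached a set limit at any dose in the follow-up dose series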;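 further: fluorescence reports GDP produced by GAP-driven GTP hydrolysis; strong numbers were not always called active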
UTI89 phage lysis: inhibition of K1F phage lysis, E. coli UTI89, bacterial capsule biogenesis inhibitors, alamar blue (AID 488966) | E. coli UTI89 K1F phage lysis, alamar blue, 2 h; higher % means a stronger effect | inhibition, % at 100 µM, or IC50 in µM where a hit was titrated | 0.02% of 340,000 active;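 active means phage lysis inhibition, versus mean bacterial control, above a set limit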;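 further: capsule biogenesis inhibitors block K1F phage lysis so surviving cells raise fluorescence; higher fluorescence means more inhibition of phage lysis; actives were called in the ten point dose series up to 300 µM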
NTR1 agonist: agonists of NTR1, primary screen, imaging, U2OS cells, beta-arrestin-GFP, high content (AID 493036) | NTR1-U2OS beta-arrestin-GFP spot imaging, agonist mode | activation, % at 20 µM | 0.17% of 330,000 active;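 active means activation at or above 40% of the spot to cytoplasm intensity ratio, with at least 20 cells analyzed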;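 further: 0% = DMSO without peptide and 100% = 100 nM NTR1 peptide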
Target sequence (P30989 whole entry, looked up): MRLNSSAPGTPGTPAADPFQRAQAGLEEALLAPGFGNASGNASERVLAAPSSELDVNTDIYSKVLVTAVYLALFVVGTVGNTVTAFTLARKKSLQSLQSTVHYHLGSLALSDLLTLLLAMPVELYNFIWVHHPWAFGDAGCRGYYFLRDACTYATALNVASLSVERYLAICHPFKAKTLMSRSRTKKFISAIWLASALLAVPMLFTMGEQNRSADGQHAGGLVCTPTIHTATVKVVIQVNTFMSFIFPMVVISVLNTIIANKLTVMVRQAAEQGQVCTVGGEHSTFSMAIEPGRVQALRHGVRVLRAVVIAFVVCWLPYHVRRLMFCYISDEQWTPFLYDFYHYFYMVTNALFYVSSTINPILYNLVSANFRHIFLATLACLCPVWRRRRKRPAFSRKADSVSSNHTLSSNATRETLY
NTR1 agonist cell count 20 µM: further read-out of NTR1 agonist, marked with its call; cell count; measured here: cell count, cytotoxicity flag
Numbers without * were called inactive; . = not tested or not shown; [ ] = another dose, or the depositor's remark. Only part of the results is shown; rates above refer to the full screens.

SMILES	Rac1 GTP hydrolysis	UTI89 phage lysis	NTR1 agonist	NTR1 agonist cell count 20 µM
COc1ccc(C(=O)N[C@H](C(=O)OCCCOC(=O)[C@@H](NC(=O)c2ccc(OC)cc2)C(C)C)C(C)C)cc1	11%	0.0%[50 µM]	.	.
Cn1c(SCc2ccccc2)nccc1=O	-14%	4.7%	.	.
CCN(C(=O)COC(=O)C1COc2ccccc2O1)c1c(N)n(Cc2ccccc2)c(=O)[nH]c1=O (stereo not given)	3%	0.3%[50 µM]	.	.
CCN(CC)c1ccc(/C=C2\CCC(/C=C(/C#N)C(=O)Nc3ccccc3F)=C2N2CCOCC2)cc1	-3%	0.7%	.	.
Cc1ccccc1-c1cccc([C@@H]2C[C@H]3[C@H](CON3C)CN2Cc2cc(Cl)cc(Cl)c2)c1	7%	0.0%	.	.
CC1CN(Cc2ccccc2)C(=O)NC1=O (stereo not given)	0%	-2.5%	.	.
CCOC(=O)c1c(CN2CCNCC2)nc2ccc(Cl)cc2c1-c1ccccc1	4%	1.2%	.	.
CC(C)CCN1CCC(CN2CCNC(=O)C2=O)CC1	10%	0.2%	.	.
CN(CCc1ccccc1)C(=O)c1cccc(NC(=O)Cc2cccc(NC(=O)C3CCN(C(=O)C4CCCCC4)CC3)c2)c1	9%	-0.1%	.	.
O=C(Cn1cc(COc2ccc3ccc(=O)oc3c2)nn1)c1ccc(O)cc1	13%	0.2%	.	.
CCCNc1ncnc2c1cnn2C1CCCCO1 (stereo not given)	-2%	1.8%	.	.
CC(C)(c1ccc(O)c([N+](=O)[O-])c1)c1ccc(O)c([N+](=O)[O-])c1	5%	-0.1%	.	.
COc1cc2c(cc1OC)C(c1cc(OC)c(OC)c(OC)c1)C1(O)C(=O)OCC1(O)C2 (stereo not given)	9%	-2.8%	.	.
O=C(Nc1ccccc1)P(=O)(O)c1ccccc1	2%	-0.3%	.	.
CC1(O)CC2CC1C(C(=O)O)C2C(=O)O (stereo not given)	3%	1.0%	.	.
O=c1[nH]c2cc(Cl)c(Br)cc2o1	0%	0.5%	.	.
COc1ccc2c(c1)OCC(O)(c1ccccc1)C2=O (stereo not given)	2%	-3.3%	.	.
OC(CCN1CCC2CCC(C2)C1)c1ccc(Br)cc1 (stereo not given)	0%	-0.5%	.	.
O=C(O/C(=C/c1ccccc1)C(F)(F)F)c1ccccc1	5%	2.4%	.	.
CCN(CC(=O)Nc1ccc(NC(C)=O)cc1)C(=O)c1ccc(COc2ccc(C(C)(C)C)cc2)cc1	10%	-0.3%[50 µM]	.	.
COc1ccc2oc(C(=O)N3CCN(S(=O)(=O)c4c(C)c(C)cc(C)c4C)CC3)c(C)c2c1	8%	0.7%[50 µM]	.	.
O=C1c2ccccc2C(=O)N1CCc1c(-c2ccccc2)[nH]c2ccccc12	12%	0.3%	.	.
CCOC(=O)C1(C(=O)OCC)C(C(=O)c2ccccc2)C1c1ccccc1 (stereo not given)	0%	1.3%	.	.
COc1ccc2c(c1)CCC1C2CCC2(C)C(O)C(=O)CC12 (stereo not given)	2%	1.5%	.	.
CCC(C)C(=O)OC1CCC=C2C=CC(C)C(CCC3CC(O)CC(=O)O3)C21 (stereo not given)	-3%	2.6%	.	.
SMILES	Rac1 GTP hydrolysis	UTI89 phage lysis	NTR1 agonist	NTR1 agonist cell count 20 µM
Cc1ccc(S(=O)(=O)Nc2cc(C)cc(CCNC=O)c2C)cc1	8%	1.0%	.	.
C[C@@H](C(=O)Nc1cc(C(F)(F)F)ccc1N1CCOCC1)N1C(=O)C2CC=CCC2C1=O (stereo not given in full)	-7%	-0.5%	.	.
CCOC(=O)C1OC2(CCCC2)OC1C(=O)OCC (stereo not given)	-7%	2.4%	.	.
O=C(Cn1cc(COc2c(F)c(F)c(Br)c(F)c2F)nn1)c1ccc(O)cc1	4%	0.0%	.	.
CCC(=O)Nc1nonc1-c1nc2ccccc2n1Cc1ccc(Cl)c(Cl)c1	18%	0.2%	.	.
COc1ccc(C(CNC(=O)c2ccc(S(=O)(=O)Nc3ccccc3OC)cc2)N2CCCC2)cc1 (stereo not given)	11%	1.6%[50 µM]	.	.
CC(C)C[C@@H](CN)NC(=O)c1nc[nH]c1C(=O)N[C@@H](C)C(=O)CNC[C@H](CC(C)C)NC(=O)c1nc[nH]c1C(=O)N[C@@H](CC(=O)O)C(=O)O	0%	0.2%	.	.
NC(CSC(c1ccccc1)(c1ccccc1)c1ccccc1)C(=O)O (stereo not given)	1%	1.6%	.	.
NC1=C(Cl)C(=O)c2ccc(S(N)(=O)=O)cc2C1=O	-10%	-2.2%	.	.
O=C(NCCc1ccccc1)c1cccc(NC(=O)C2CC2)c1	-1%	0.0%	.	.
O=C(CCl)N1c2ccccc2Oc2ccc3ccccc3c21	12%	-5.0%	.	.
COc1ccc(-n2c(SCC(=O)Nc3nccs3)nnc2-c2ccc(Cl)cc2)cc1	-6%	0.2%	.	.
COc1ccc(C(CCc2cc(OC)c(OC)c(OC)c2)NC(C)=O)cc1 (stereo not given)	5%	-1.7%	.	.
Cc1cc(C=O)c(C)c2c1[nH]c1ccccc12	-1%	-0.6%	.	.
Cc1cc2ncn(C3CC(O)C(CO)O3)c2cc1C (stereo not given)	5%	-3.7%	.	.
COc1ccc2ccccc2c1C1NC(=O)c2ccccc2N1 (stereo not given)	13%	0.7%	.	.
Nc1cc2c(cc1Br)[nH]c(=O)c1ccccc12	6%	-2.0%	.	.
CCN(C(=O)COC(=O)/C(C#N)=C/c1cc(C)n(CCOC)c1C)c1c(N)n(Cc2ccccc2)c(=O)[nH]c1=O	2%	0.1%[50 µM]	.	.
NC(=O)NC1(C(=O)O)CCCC1	2%	-2.1%	.	.
COc1ccc(CC(=O)N(C)Cc2ccc(OC(F)F)cc2)cc1S(=O)(=O)N1CCOCC1	6%	0.9%[50 µM]	.	.
CCCCN1CCC(CN2C(=S)NC[C@@H]2CC(C)C)CC1	8%	0.3%	.	.
O=C(O)C(=Cc1cccc([N+](=O)[O-])c1)c1ccc(Cl)cc1	0%	-1.7%	.	.
CC(CSc1n[nH]c(=S)s1)c1ccccc1 (stereo not given)	13%	-2.2%	.	.
NC(=S)N=Nc1ccc(O)cc1	32%	0.5%	.	.
ON=C1CCCCCCCC1	2%	4.0%	.	.
SMILES	Rac1 GTP hydrolysis	UTI89 phage lysis	NTR1 agonist	NTR1 agonist cell count 20 µM
Cc1cc(C)cc(NC(=S)NC(=O)Cc2ccccc2)c1	16%	0.4%	9.6	52
O=C(/C=C/c1ccccc1)NCCc1c[nH]c2ccccc12	2%	-0.3%	0.2	55
Cc1ccc(OCCNc2ccc(S(=O)(=O)N3CCCC3)cn2)cc1	7%	0.8%[50 µM]	1.0	47
COc1ccc(CCN(C)C(=O)COc2ccc(N(C)S(=O)(=O)c3ccc(C)cc3)cc2)cc1OC	11%	0.4%[50 µM]	0.8	56
Cc1ccc(-c2nc(SCC(=O)c3c(N)n(C4CC4)c(=O)[nH]c3=O)n[nH]2)cc1	-1%	0.3%[50 µM]	-0.3	68
CC(N=C1NS(=O)(=O)c2ccccc21)C(=O)NCc1ccncc1 (stereo not given)	3%	0.4%[50 µM]	1.0	74
Cc1c(C(=O)N2CCN(S(=O)(=O)c3cccs3)CC2)oc2ccc(F)cc12	-4%	-0.2%[50 µM]	4.0	61
COC(=O)[C@]1(C)N[C@H](CN(C)C(=O)c2ccc(C)cc2)[C@@H]2C(=O)N(Cc3ccccc3)C(=O)[C@@H]21	4%	0.1%	4.5	45
CC(C(=O)O)c1ccc(C(=O)c2ccccc2)s1 (stereo not given)	2%	-0.9%	0.5	64
CCOC(=O)N1CCN(C(=O)CCc2ccc(S(=O)(=O)NCC(C)C)cc2)CC1	5%	0.3%	-0.7	51
COc1cccc(NC(=O)CN(C)C(=O)/C=C/c2cn(Cc3ccccc3)nc2-c2cccnc2)c1	5%	-0.4%[50 µM]	-0.5	65
CC(C)(C)c1ccccc1NC(=O)CN1C(=O)NC(Cc2ccccc2)C1=O (stereo not given)	-10%	-0.4%[50 µM]	1.1	64
CC1(C)c2[nH]c3ccccc3c2C[C@H]2C(=O)N(Cc3ccc(F)cc3)C(=O)N21	5%	1.0%	2.0	82
COc1ccccc1C(=O)NCC(=O)NCCC(c1ccccc1)c1ccccc1	-3%	-1.0%[50 µM]	-0.5	46
Cc1ccc(C)c(-n2nnnc2Sc2nnnn2-c2ccccc2)c1	5%	-0.3%	1.9	92
Cc1ccc(C)c(NC(=O)CN(C)C(=O)c2cccc(Oc3ccccc3)c2)c1	9%	-0.2%[50 µM]	-2.5	44
COc1ccc(S(=O)(=O)N2CCCCC2)cc1NC(=O)c1c(F)cccc1Cl	-5%	-0.8%[50 µM]	9.6	69
COc1ccc(OC)c2c(N3CC(C)OC(C)C3)cc(C(F)(F)F)nc12 (stereo not given)	-2%	-0.5%	-1.8	85
O=S(=O)(Nc1ccc(S(=O)(=O)N2CCCC2)cc1)c1ccc(F)cc1F	-2%	-2.3%	-0.8	55
CCCCN(C(=O)c1nn(C)c(=O)c2ccccc12)c1c(N)n(CC(C)C)c(=O)[nH]c1=O	-1%	0.3%[50 µM]	-0.1	54
CCOC(=O)c1ccc2[nH]c(C)c(C)c2c1	9%	0.9%	-0.1	55
COCCn1c(C)cc(C(=O)COC(=O)CCS(=O)(=O)c2ccc(C)cc2)c1C	4%	1.3%[50 µM]	1.7	59
COc1cccc(C2Nc3ccccc3C(=O)N2Cc2ccccc2)c1 (stereo not given)	11%	-1.9%	0.6	76
CN(C)C(=O)c1ccc(-c2cc3onc(-c4ccccc4)c3c(=O)n2C)cc1	0%	0.3%	3.7	50
O=C(Nc1cc(S(=O)(=O)N2CCOCC2)ccc1N1CCCCC1)c1ccccc1	2%	0.2%[50 µM]	-1.8	51
SMILES	Rac1 GTP hydrolysis	UTI89 phage lysis	NTR1 agonist	NTR1 agonist cell count 20 µM
COc1ccc(S(=O)(=O)N2CCOCC2)cc1NC(=O)CCNC(=O)c1ccc(Cl)cc1	6%	1.0%[50 µM]	-0.5	54
Cc1cccc(C(=O)OCC(=O)N2CCCC2=O)c1[N+](=O)[O-]	8%	0.3%[50 µM]	0.0	36
CN(CC(=O)Nc1cccc(F)c1)C(=O)c1cc(-c2ccco2)nc2ccccc12	8%	-0.8%[50 µM]	2.7	64
COc1ccc(OCCCC(=O)OC(C)C(=O)Nc2ccc(C)cc2)cc1 (stereo not given)	8%	1.1%[50 µM]	-1.1	84
O=C(Cc1cccc(NC(=O)C2CCN(C(=O)C3CCCC3)CC2)c1)Nc1cccc(C(=O)N2CCCC2)c1	1%	1.2%	-1.6	53
O=C(NCC1COc2ccccc2O1)c1cccc(S(=O)(=O)N2CCN(c3ccccc3)CC2)c1 (stereo not given)	7%	0.4%[50 µM]	0.3	63
COc1ccc(NS(=O)(=O)c2cccc(C(=O)OCC(=O)c3c(N)n(C)c(=O)n(C)c3=O)c2)cc1	-7%	-0.5%[50 µM]	5.2	58
[O-][n+]1ccccc1/C=C/c1ccccc1	5%	0.5%	0.2	52
COc1ccc(CCNC(=O)COC(=O)CNS(=O)(=O)c2ccc(SC)c([N+](=O)[O-])c2)cc1	0%	0.6%[50 µM]	8.2	51
Cc1nc(SCC(=O)Nc2nccs2)c(C#N)c(C)c1C	2%	0.7%[50 µM]	0.9	46
CC1CCC2(CC1)NC(=O)N(CC(=O)Nc1ccc3c(c1)OCCCO3)C2=O (stereo not given)	-1%	1.1%[50 µM]	0.1	61
O=C(COC(=O)c1cc[n+]([O-])cc1)NC(=O)c1ccc(OC(F)F)cc1	6%	3.9%	0.3	45
CCNC(=O)N(C)C[C@H]1N[C@@](CC)(C(=O)OC)[C@H]2C(=O)N(C)C(=O)[C@@H]12	-4%	-0.2%	2.0	43
Cc1ccc(C(C)C)c(OCC(=O)NN=C2CCCC(=O)C2)c1	1%	-4.8%	2.7	64
Cc1ccc(S(=O)(=O)CCC(=O)Nc2sccc2C(N)=O)cc1	13%	-4.1%	1.6	46
CN(CC(=O)Nc1ccc(N2CCOCC2)cc1)C(=O)Cc1ccccc1	2%	1.1%[50 µM]	-0.4	55
C=CC[C@@H](CC(=O)NCCO)C(=O)NC[C@@H](OC(=O)[C@H](CC=C)CC(=O)OC(C)(C)C)c1ccccc1	4%	1.8%	-1.6	48
COc1cc(OC)c(C(=O)OC(C)C(=O)NCc2ccc3c(c2)OCO3)cc1OC (stereo not given)	2%	-2.7%	0.3	58
CC(OC(=O)c1ccc(CN2CCCC2=O)cc1)C(=O)Nc1ccc(Cl)cc1 (stereo not given)	3%	0.6%[50 µM]	-1.5	59

Profiles, looked up by structure:
`O=c1[nH]c2cc(Cl)c(Br)cc2o1` across the screens: Rac1 GTP hydrolysis: 0%; UTI89 phage lysis: 0.5%; NTR1 agonist: .; NTR1 agonist cell count 20 µM: .
`CC(C)(c1ccc(O)c([N+](=O)[O-])c1)c1ccc(O)c([N+](=O)[O-])c1` across the screens: Rac1 GTP hydrolysis: 5%; UTI89 phage lysis: -0.1%; NTR1 agonist: .; NTR1 agonist cell count 20 µM: .
`CCC(=O)Nc1nonc1-c1nc2ccccc2n1Cc1ccc(Cl)c(Cl)c1` across the screens: Rac1 GTP hydrolysis: 18%; UTI89 phage lysis: 0.2%; NTR1 agonist: .; NTR1 agonist cell count 20 µM: .
